POLK inh – inhibitors of human DNA polymerase kappa; actives 0.53% (n = 400,000); Q9UBT6; purified Pol kappa, fluorescent DNA synthesis assay, 10 min; Potency, µM (titrated, usually from 107 µM), without a hit: at the top dose activity, negative = inhibition, usual class: inhibitors; note: % is set by controls: 0 for no effect and ±100 for the full control effect
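Inhibition of 10 nM Pol kappa is measured by a fluorescent read-out at 0 and 10 min following addition of 50 nM substrate (final), with a 15-min room-temperature compound preincubation.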
BAZ2B inh – BAZ2B (human) inhibition; AlphaScreen BAZ2B-H3K14Ac peptide displacement; Potency, µM (series often up to 114 µM), for the others: at the top dose activity change, negative = inhibition, usual class: inhibitors; actives 4.4% (n = 360,000); note: % is set by controls: 0 for no effect and ±100 for the full control effect; nearly all actives have a fitted effect of over 60% in size
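AlphaScreen luminescence quantifies BAZ2B engagement of H3K14Ac peptide; the protein and biotinylated peptide are both at 50 nM final, buffer PBS pH 7.4 with 0.01% Tween-20, all steps at room temperature.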
Pol beta inh – inhibitors of human DNA polymerase beta | AID 485314 | P06746 | Potency, µM (top dose mostly 114 µM), without a hit: top-dose activity change, negative = inhibition, hits mostly inhibitors | actives 1.3% (n = 340,000) | Pol beta primer extension/strand displacement, fluorescence kinetic; note: % is set by controls: 0 for no effect and ±100 for the full control effect
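10 nM enzyme + cpd, 15 min RT; start with substrate 50 nM final; read 0 min and after 10 min RT. Corrected, normalized data; 4-parameter Hill curve fit.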
POLI inh – DNA polymerase iota (human) inhibition; Q9UNA4; Pol iota fluorescent replication assay, 10 min; Potency, µM (top dose mostly 115 µM), for inactives: at the highest dose activity, negative = inhibition, usual class: inhibitors; actives 1% (n = 390,000)
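Pol iota at 10 nM preincubated 15 min with compounds at room temperature; reaction started with fluorescent substrate, 50 nM final. Fluorescence read kinetically at 0 and 10 min; buffer-only wells as negative control.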
BLM helicase inh – inhibitors of human Bloom syndrome helicase BLM | P54132 | recombinant BLM DNA unwinding, fluorescence dequenching | Potency, µM (series often up to 56.1 µM), inactives show at the top dose activity change, negative = inhibition, actives largely listed as inhibitors | actives 0.2% (n = 350,000) | AID 2528;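 note: plate controls were vehicle for no effect and no enzyme for full effect; nearly all actives have a fitted effect of over 35% in size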
POLH inh – inhibitors of human DNA polymerase eta. recombinant Pol eta, fluorescent DNA replication assay. Potency, µM (series often up to 114 µM), for the others: at the top dose activity change, negative = inhibition, most hits filed as inhibitors. actives 1.2% (n = 390,000). AID 588591; note: % is set by controls: 0 for no effect and ±100 for the full control effect
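Pol eta (10 nM) was preincubated with compounds for 15 min at room temperature, after which fluorescent replication substrate (50 nM final) was added to start the reaction. Fluorescence was read kinetically at 0 and 10 min.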
JMJD2A Tudor – JMJD2A Tudor domain (human) inhibition; actives 4.4% (n = 390,000); AlphaScreen JMJD2A-Tudor / H3K4me3 peptide binding; AID 504339; Potency, µM (highest dose often 114 µM), inactives show top-dose activity change, negative = inhibition, usual class: inhibitors; note: % is set by controls: 0 for no effect and ±100 for the full control effect; nearly all actives have a fitted effect of over 50% in size
Target sequence (O75164 whole entry, looked up, the tested form may be a part): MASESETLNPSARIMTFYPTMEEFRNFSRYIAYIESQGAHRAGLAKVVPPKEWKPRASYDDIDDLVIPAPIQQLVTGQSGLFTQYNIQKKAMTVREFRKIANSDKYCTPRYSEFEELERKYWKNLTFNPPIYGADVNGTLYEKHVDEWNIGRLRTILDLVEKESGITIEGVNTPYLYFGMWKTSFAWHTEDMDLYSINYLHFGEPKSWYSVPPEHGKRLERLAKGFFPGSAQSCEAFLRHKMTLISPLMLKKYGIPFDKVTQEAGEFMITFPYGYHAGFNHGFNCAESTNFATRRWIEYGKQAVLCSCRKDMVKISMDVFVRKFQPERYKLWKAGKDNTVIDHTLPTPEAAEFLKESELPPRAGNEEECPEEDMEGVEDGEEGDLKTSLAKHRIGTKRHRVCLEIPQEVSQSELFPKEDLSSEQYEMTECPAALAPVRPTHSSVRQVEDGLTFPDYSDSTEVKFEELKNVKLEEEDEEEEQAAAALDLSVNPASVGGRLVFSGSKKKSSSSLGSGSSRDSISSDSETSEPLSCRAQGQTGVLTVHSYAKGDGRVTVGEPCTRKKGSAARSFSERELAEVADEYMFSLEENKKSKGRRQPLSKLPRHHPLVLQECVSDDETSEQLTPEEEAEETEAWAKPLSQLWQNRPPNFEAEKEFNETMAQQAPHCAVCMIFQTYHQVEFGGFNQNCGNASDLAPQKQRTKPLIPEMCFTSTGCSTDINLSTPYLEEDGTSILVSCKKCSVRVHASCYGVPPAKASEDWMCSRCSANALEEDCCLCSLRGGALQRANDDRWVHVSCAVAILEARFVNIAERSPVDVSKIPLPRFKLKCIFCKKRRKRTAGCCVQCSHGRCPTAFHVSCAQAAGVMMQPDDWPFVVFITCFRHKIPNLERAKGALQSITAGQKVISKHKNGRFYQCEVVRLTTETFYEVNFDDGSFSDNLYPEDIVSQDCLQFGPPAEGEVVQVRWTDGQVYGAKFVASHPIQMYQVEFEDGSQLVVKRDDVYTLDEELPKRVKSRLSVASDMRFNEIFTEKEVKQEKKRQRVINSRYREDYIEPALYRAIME
G9a block – inhibitors of human histone lysine methyltransferase G9a | G9a H3K9 monomethylation, AlphaScreen, 2 h | actives 8.8% (n = 350,000) | AID 504332 | Potency, µM (series often up to 102 µM), for the others: at the top dose activity, negative = inhibition, usual class: inhibitors; note: % is set by controls: 0 for no effect and ±100 for the full control effect; nearly all actives have a fitted effect of over 75% in size
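Methyltransferase reactions run at room temperature for 2 h (20 nM enzyme, 500 nM biotin-H3K9 peptide, 20 uM SAM) after a 15 min compound preincubation; product detected by AlphaScreen beads and anti-H3K9me1 antibody.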
APE1 inh – inhibitors of human APE1 endonuclease; Potency, µM (top dose mostly 65.8 µM), without a hit: at the top dose activity change, negative = inhibition, actives largely listed as inhibitors; actives 0.35% (n = 350,000); recombinant APE1, TAMRA/BHQ-2 abasic DNA cleavage fluorescence; AID 2517; P27695;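 note: plate controls were vehicle for no effect and reference inhibitor for full effect; nearly all actives have a fitted effect of over 55% in size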
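Substrate: short duplex with […] THF abasic site, 5'-TAMRA and 3'-BHQ-2, 50 nM final. APE1 at 0.75 nM, preincubated 15 min RT with compound. Fluorescence increase from first to third read measured activity.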
An asterisk follows results filed as active; ? = inconclusive; . = no result given; & = joins results of further samples; [ ] = dose if it differs, or a comment. Calls come from the whole dose curve; as a rule, active = well fitted curve in the direction sought with a large enough effect; inconclusive = small, poorly fitted or top-dose-only effect, or another doubt; inactive = no such curve, though single readings can be large; an effect the other way counts as inactive or inconclusive. Potency is the fitted concentration of half-maximal effect. Only part of the results is shown; the hit share may differ from the screen's.

Compound	BLM helicase inh	POLI inh	APE1 inh	POLH inh	POLK inh	Pol beta inh	G9a block	JMJD2A Tudor	BAZ2B inh
COc1ccc(-c2nc(C#N)c(NCCCN(C)C)o2)cc1OC	-1.6%	?	-8.7%	-9.1%	-9.1%	?	-38.5%[59 µM]	-22.0%	?
O=C1CN(C(=O)c2ccccc2Cl)c2ccccc2N1	-9.3%	147.8%[activator]	19.4%	-0.3%	-3.2%	3.3%	4.3%	-12.6%	6.3%
CSCCC(=O)N1CCC(n2nccc2NC(=O)CCc2ccccc2)CC1	-2.0%	22.8%	-14.2%	-11.9%	-12.8%	-7.8%	17.0%[0.501 µM]	-5.6%	-3.6%
CC12CC3(C)CC(C)(C1)CC(C(=O)NCC(=O)O)(C2)C3	-2.5%	57.8%[activator]	3.1%	-15.2%	-12.1%	-4.9%	-4.1%	-10.3%	-34.7%
O=C(NCCNC(=O)c1cccnc1)c1ccc(Br)cc1	-0.2%	-7.8%	26.8%	-5.0%	-4.7%	0.4%	67.5%[activator]	-5.5%	1.2%
O=C(c1cccs1)N1CCN(c2nnc(-c3ccccc3)c3ccccc23)CC1	-4.4%	90.9%[activator]	4.7%	-24.3%	-4.1%	18.6%	-29.3%	-9.1%	-7.2%
CCOC(=O)CC(=O)Nc1ccsc1C(N)=O	-5.9%	50.5%[activator]	12.6%	-9.7%	-0.4%	19.7%	.	-4.3%	-0.6%
CCOC(=O)C1=C(C)Nc2nnnn2C1c1c[nH]c2ccccc12 (stereo unspecified)	1.8%	.	-5.0%	.	.	-23.5%	?	.	32.8%[activator]
CSCCC(NC(=O)c1ccccc1Br)C(=O)N1CCCCCCC1 (stereo unspecified)	.	12.8%	-13.1%	-5.4%	-5.8%	.	13.3%	-22.1%	-0.4%
N#CCSc1n[nH]c2nc3c(c(=O)n12)C1(CCCC1)Cc1ccccc1-3	-7.0%	15.0%	16.1%	?	-11.2%	7.4%	?	-8.3%	.
COc1cc(/C=C\C(=O)O)cc(S(=O)(=O)N2CCCCCC2)c1OC	-0.5%	16.3%	4.0%	-4.2%	-5.9%	-26.9%	.	-20.5%	-6.8%
O=C(/C=C\c1ccc(-c2ccccc2)o1)c1ccccc1	-6.8%	-1.0%	-1.9%	?	-14.6%	-24.7%	10µM*	-31.5%	31.6µM*
COc1cc(C(C[N+](=O)[O-])c2c(C)[nH]c3ccccc23)cc(OC)c1OC (stereo unspecified)	-5.5%	-9.5%	-2.7%	-13.7%	-8.3%	-17.3%	-20.5%[59 µM]	-28.4%	-36.6%
O=C(COC(=O)Cc1ccc(Br)cc1)NC1CC1	.	29.8%	3.6%	-11.1%	-6.6%	.	17.8%[59 µM]	-11.8%	-1.3%
Cc1cccc(C)c1-n1c(C)cc(/C=N/NC(=O)c2ccncc2)c1C	-1.8%	-8.5%	20.7%	-6.7%	1.4%	18.4%	?	?	?
C/C(=C1/SC(N2CCCC2)=NC1=O)c1ccc(Br)cc1	0.3%	14.6%	-1.0%	-9.6%	-0.6%	31.8%	36.3%[12.7 µM]	-5.1%	-28.3%
Cc1ccc(C(=O)Oc2ccccc2C(=O)N2CCOCC2)cc1	5.6%	10.0%	30.6%[activator]	-7.1%	2.4%	5.3%	2.4%[59 µM]	-3.1%	8.7%
Cc1c(C(=O)c2ccc(N(C)C)cc2)c2ccccn2c1CCC#N	-2.6%	8.7%	-6.3%	-7.0%	-21.5%	0.1%	44.7µM*	?	?
CCOc1cc(-c2nc(-c3ccc(-c4ccc(C)cc4)nc3OC)no2)cc(OCC)c1OCC	0.6%	26.7%	.	-12.4%	0.1%	?	8.8%[59 µM]	1.4%	1.2%[57.1 µM]
COc1ccc(N2C(=O)CN=C2Nc2cccc(C)c2C)cc1OC	0.7%	8.6%	0.2%	2.0%	-6.7%	0.1%	-5.9%	-5.3%	2.4%
CN(C)c1ccc(/C=N/NC(=O)CNC(=O)c2ccncc2)cc1	-2.9%	-12.4%	15.7%	-12.2%	14.8%	23.2%	79.8%[activator]	-6.4%	2.7%
CN(Cc1ccccc1)S(=O)(=O)c1ccc(Cl)c(C(=O)NCCCN2CCCC2=O)c1	.	17.0%	.	-15.3%	0.3%	.	.	-13.1%	.
CCOC(=O)c1cnc2c(C(=O)OC)cccc2c1NCc1cccnc1	4.9%	18.4%	-0.2%	11.8%	5.8%	-29.8%	-13.7%	4.8%	-35.5%
Cc1c(Cl)cn2c(=O)cc(CN(C)Cc3nc4ccccc4c(=O)[nH]3)nc2c1Cl	0.9%	.	-1.4%	.	.	21.5%	1.9%	.	.
O=C(c1ccccc1)N1CCN(C(=O)c2ccccc2)C1c1ccccc1	-3.3%	17.7%	2.8%	-11.4%	3.3%	1.0%	15.7%[59 µM]	-3.7%	-5.8%

An excerpt of these results, field by field:
N#CCSc1n[nH]c2nc3c(c(=O)n12)C1(CCCC1)Cc1ccccc1-3
  BLM helicase inh: -7.0%
  POLI inh: 15.0%
  APE1 inh: 16.1%
  POLH inh: ?
  POLK inh: -11.2%
  Pol beta inh: 7.4%
  G9a block: ?
  JMJD2A Tudor: -8.3%
  BAZ2B inh: .
C/C(=C1/SC(N2CCCC2)=NC1=O)c1ccc(Br)cc1
  BLM helicase inh: 0.3%
  POLI inh: 14.6%
  APE1 inh: -1.0%
  POLH inh: -9.6%
  POLK inh: -0.6%
  Pol beta inh: 31.8%
  G9a block: 36.3%[12.7 µM]
  JMJD2A Tudor: -5.1%
  BAZ2B inh: -28.3%
O=C(NCCNC(=O)c1cccnc1)c1ccc(Br)cc1
  BLM helicase inh: -0.2%
  POLI inh: -7.8%
  APE1 inh: 26.8%
  POLH inh: -5.0%
  POLK inh: -4.7%
  Pol beta inh: 0.4%
  G9a block: 67.5%[activator]
  JMJD2A Tudor: -5.5%
  BAZ2B inh: 1.2%

Continued:
Compound	BLM helicase inh	POLI inh	APE1 inh	POLH inh	POLK inh	Pol beta inh	G9a block	JMJD2A Tudor	BAZ2B inh
O=C1CCCc2c1nc(-c1ccc(F)cc1)n2O	-0.2%	5.4%[58.9 µM]	2.5%	-18.1%	-15.0%	1.1%	-22.3%	-1.8%	-12.6%
COc1ccc(-c2noc(CSc3nc(-c4ccccc4)cc(=O)[nH]3)n2)cc1	0.1%	-12.8%	-1.0%	-10.9%	-9.7%	-24.8%	39.8µM*	-17.9%	26.0%
Cc1nc2ccccc2n1/N=C/c1cccnc1	5.8%	4.5%	2.9%	-3.5%	-1.1%	4.2%	13.6%	-13.5%	5.4%
CC1(c2ccco2)NC(=O)NC1=O (stereo unspecified)	1.5%	?	4.6%	-0.9%	-0.2%	0.3%	20.2%[59 µM]	-2.3%[11.4 µM]	-3.5%
CC(=O)Nc1ccc(NC(=O)CN(C)S(=O)(=O)c2ccc3nc(C)sc3c2)cc1	-3.9%	15.3%	0.7%	-23.5%	7.5%	4.9%	4.1%	-8.8%	-2.4%
CCN(CC)C(=O)CSc1nnc(-c2ccc(F)cc2)n1N	1.1%	-8.9%	?	-7.1%	-22.5%	-0.5%	-0.6%[59 µM]	-18.6%	-4.7%
CC(=O)Nc1ccc(OCC(=O)N2CCC(Cc3ccccc3)CC2)cc1	-6.1%	80.4%[activator]	16.4%	?	-20.8%	16.2%	2.4%	-11.7%	-15.9%
CC(C)N1CCc2c(sc(NC(=O)c3ccc(S(=O)(=O)N(C)CC4CCCO4)cc3)c2C(N)=O)C1 (stereo unspecified)	42.8%[activator]	64.5%[activator]	11.2%	-17.6%	-5.2%	3.1%	.	-17.9%	-10.0%
O=C(N1CCN(Cc2ccc3c(c2)OCO3)CC1)C(Cl)(Cl)Cl	-3.8%	122.7%[activator]	51.4%[activator]	-16.3%	-3.4%	-0.3%	?	-19.3%	-25.4%
COCCn1c(-c2ccccc2)nc2oc3ccccc3c(=O)c2c1=O	2.0%	-2.9%	-1.9%	-7.3%	4.2%	1.0%	?	-5.0%	-24.9%
COc1ccc(-c2cc(C(F)(F)F)nc(SCCC(=O)Nc3cc(C)ccc3O)n2)cc1	-6.6%	22.4%	.	-17.1%	0.9%	-2.2%	0.0%[59 µM]	-9.3%	2.4%
Cc1ccc(N)c([N+](=O)[O-])c1	.	-1.6%	27.1%&2.7%	-14.3%	-16.5%	.	-2.2%[0.501 µM]	-9.0%	-0.2%
COc1ccc(Cl)cc1NC(=O)C/C(C)=N/NC(=O)c1ccccc1Cl	-7.2%	6.7%	11.1%	-23.2%	2.7%	19.1%	.	-2.3%	0.7%
O=C(Cn1ncc2c3ccccc3n(Cc3ccccc3F)c2c1=O)N1CCCCC1	-1.6%	13.0%	.	-16.9%	-2.0%	0.1%	0.9%[59 µM]	-17.4%	-19.9%
Cc1ccc(OCC(=O)N2CCc3ccccc3C2)c(Br)c1	-10.6%	22.5%	-22.9%	?	-0.2%	7.8%	57.0%[activator]	28.1%	20.7%
O=C(Nc1nc2cc3c(cc2s1)OCCO3)c1ccc([N+](=O)[O-])o1	-2.3%	32.9%	15.6%	-21.5%	-6.6%	2.4%	10.9%[59 µM]	-23.4%	-13.2%
Cc1ccc2nc(N3CC(C)OC(C)C3)nc(-c3ccccc3)c2c1 (stereo unspecified)	-2.2%	-17.5%	-5.1%	-9.8%	11.9%	32.2%	39.0%[activator]	47.2%[activator]	29.5%[57.1 µM]
CC(=O)c1ccc(-c2nc3ccccc3n2C)o1	1.7%	19.8%&4.1%	11.0%	-11.7%	-18.4%&-13.0%	0.5%	-4.8%[12.7 µM]	-6.0%&-5.7%	7.0%
O=C(Nc1nc2ccccc2n1CCN1CCOCC1)c1cn(-c2ccccc2)nc1-c1ccccc1	-7.6%	-4.5%	-5.6%	-11.1%	-14.6%	9.2%	?	-33.2%	?
C/C(=N\NC(=O)C1CCCC1)c1ccc(Cl)cc1Cl	-1.9%	-9.1%	17.8%	-5.2%	-6.0%	-5.9%	8.2%	-16.4%	-3.4%
Nc1nc(C2C(=O)CCCC2=O)cs1	-6.4%	17.6%	-4.3%	-13.3%	-5.0%	-1.8%	-2.3%[12.7 µM]	10µM*	44.7µM*
O=c1c2[nH]c3ccc(Cl)cc3c2ncn1Cc1ccccn1	-3.6%	15.9%	-1.2%	-2.8%	-6.7%	-0.5%	-12.0%[12.7 µM]	-6.8%	5.7%
Cc1ccc(S(=O)(=O)N(Cc2n[nH]c(=S)n2-c2ccccc2)c2cccc(Cl)c2)cc1	-14.3%	?	18.6%	-9.7%	-16.0%	3.7%	.	-13.2%	?
O=C(c1ccco1)N1CCN(C(=S)NC2CC3CCC2C3)CC1 (stereo unspecified)	-4.8%	20.5%	6.5%	-11.0%	-3.7%	2.2%	4.0%	-7.0%	-18.0%
